# Screening results as filed in PubChem.
# Rin1 Abl inh = inhibitors of Rin1-Abl protein binding, primary screen, biochemical, TR-FRET; Tyrosine-protein kinase ABL1 (Homo sapiens) + Ras and Rab interactor 1 (Homo sapiens), …; inhibition, % at 7.35 µM; actives 0.4% (n = 360,000); in the data active means inhibition above about 5%, passing the limit was not always enough
# SKN-1 inh = suppressors of acrylamide-induced Pgst-4::GFP reporter in worms, primary screen, SKN-1 inhibitor project, whole organism, uHTS, GFP/RFP fluorescence ratio, strain VP596; C. elegans VP596 Pgst-4::GFP/RFP ratio, 24 h; inhibition, % at 21.8 µM; actives 0.49% (n = 360,000);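 active means interference check ratio from 0.5 to 1.5 plus GFP to RFP signal ratio inhibition reaching or exceeding a fixed threshold, cut at about 30% in these data, passing the limit was not always enough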; further: some compounds called inactive have numbers as strong as hits
# Neddylation inh = inhibitors of cullin neddylation, primary screen, biochemical, TR-FRET, uHTS, NAE and Ubc12; calls only at 25 µM; actives 0.58% (n = 360,000); in the data active means inhibition above about 36%
# Target sequence (P61081 whole entry, looked up): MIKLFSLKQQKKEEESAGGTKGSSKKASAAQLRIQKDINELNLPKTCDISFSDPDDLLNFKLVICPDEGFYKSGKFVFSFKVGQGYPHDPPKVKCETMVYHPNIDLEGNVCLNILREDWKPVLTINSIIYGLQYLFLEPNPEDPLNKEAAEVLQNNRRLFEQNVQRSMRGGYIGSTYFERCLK
# Target sequence (Q13564 whole entry, looked up): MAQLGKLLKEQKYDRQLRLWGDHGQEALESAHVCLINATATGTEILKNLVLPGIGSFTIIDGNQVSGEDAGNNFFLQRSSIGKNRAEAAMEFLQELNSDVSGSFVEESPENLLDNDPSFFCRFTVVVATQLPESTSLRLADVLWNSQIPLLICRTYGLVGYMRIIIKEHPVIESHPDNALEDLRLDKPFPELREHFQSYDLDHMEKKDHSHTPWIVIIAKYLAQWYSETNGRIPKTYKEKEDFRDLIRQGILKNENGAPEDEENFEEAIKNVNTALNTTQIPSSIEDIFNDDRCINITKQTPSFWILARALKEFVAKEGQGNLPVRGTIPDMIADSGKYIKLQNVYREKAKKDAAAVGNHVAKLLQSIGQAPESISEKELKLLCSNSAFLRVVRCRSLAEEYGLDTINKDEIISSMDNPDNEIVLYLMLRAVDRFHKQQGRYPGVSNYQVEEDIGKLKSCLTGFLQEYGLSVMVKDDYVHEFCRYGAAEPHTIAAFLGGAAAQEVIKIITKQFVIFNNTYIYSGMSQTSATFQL
# MT1-MMP act inh = blockers of MT1-MMP proenzyme processing, primary screen, HT1080 RFP-PRO-GFP cells, GFP/RFP fluorescence; Matrix metalloproteinase-14 (Homo sapiens), P50281; GFP/RFP ratio fluorescence, overnight; percent of plate control window, DMSO zero; GFP/RFP ratio change, % at 20 µM; actives 0.061% (n = 360,000);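 active means GFP/RFP ratio change of at least 30% with cell ATP level not reduced by more than half and red fluorescence within 50% of control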; further: strong numbers were not always called active
#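 Assay system: HT1080 cells carrying an RFP-PRO-GFP reporter | Dosing: Single dose of 20 µM compound, 1% DMSO final | Incubation: Cells overnight before dosing, compound overnight, 37 °C, 5% CO2 | Evaluation: GFP/RFP fluorescence ratio | Control set: DMSO and RFP-L50D-GFP cell wells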
# FAS TE block = FAS thioesterase domain inhibitors, primary screen, biochemical, fluorescence intensity, uHTS; recombinant FAS-TE, OMFH fluorogenic substrate, fluorescence endpoint; inhibition, % at 15 µM; actives 0.67% (n = 360,000); AID 602261, 2012;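 active means compounds whose normalised, plate-corrected inhibition of enzyme fluorescence in the single-dose primary screen is 50% or more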;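 further: 0% = DMSO with enzyme and 100% = substrate without enzyme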
# bovine MsrA act = bovine MsrA enzyme activators, primary screen, biochemical, absorbance, HTS. Methionine sulfoxide reductase A (Bos taurus). activation, % at 10.6 µM. AID 602163, 2012. purified bovine MsrA, absorbance read-out. actives 0.3% (n = 360,000); in the data active means activation above about 7.5%;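 further: 0% = vehicle and 100% = reference activator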
# CendR NRP1 mod = modulators of CendR peptide binding to NRP-1, primary screen, biochemical, fluorescence polarization, uHTS; Neuropilin-1 (Homo sapiens), O14786; FAM-RPARPAR peptide binding to NRP-1; inhibition, % at 25 µM; actives 0.85% (n = 360,000); AID 602438, 2012;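 active means inhibition or corrected inhibition above about 18%, plus a signal ratio from 0.5 to 1.5, limit read from the data, passing the limit was not always enough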; further: strong numbers were not always called active
# eLon inh = inhibitors of E. coli Lon protease, primary screen, biochemical, fluorescence polarization. P0A9M0. purified E. coli Lon protease. inhibition, % at 7.94 µM. actives 0.42% (n = 360,000). AID 602123, 2011; in the data active means inhibition above about 13%, passing the limit was not always enough;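 further: 0% = enzyme with probe and DMSO and 100% = no enzyme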
# PABP1 MLLE inh = inhibitors of PABP1 MLLE–PAM2 peptide binding, primary screen, biochemical, fluorescence polarization, FITC-PAM2, GST-MLLE. Polyadenylate-binding protein 1 (Homo sapiens), P11940. inhibition, % at 20 µM. actives 0.36% (n = 360,000); in the data active means inhibition above about 35%, passing the limit was not always enough;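 further: plate controls were DMSO wells with GST-MLLE for no effect and wells lacking GST-MLLE protein for full effect; some results filed as inactive read as strong as hits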
# An asterisk follows results filed as active; i = inactive; nt = no result given.
SMILES,Rin1 Abl inh,SKN-1 inh,Neddylation inh,MT1-MMP act inh,FAS TE block,bovine MsrA act,CendR NRP1 mod,eLon inh,PABP1 MLLE inh
O=[N+]([O-])c1ccc(NS(=O)(=O)c2cccc3cccnc23)cc1,2,-5,i,4,1,-9,-3,-15,-1
CC1CCN(S(=O)(=O)N2CCC(C(=O)NCc3ccc(F)cc3Cl)CC2)CC1,-2,10,i,2,-4,-2,0,-8,-15
CC(C)n1c(=O)c2ccccc2n1Cc1cn(C2CCCC2)nn1,-2,1,nt,2,-7,1,-13,-8,-7
Cc1c(Cl)cccc1NS(=O)(=O)c1ccccc1,-2,-12,i,2,0,-10,-5,-8,-14
Nc1c(Cl)c(Cl)nc(C(=O)N/N=C/c2ccco2)c1Cl,-1,20,i,-2,0,-3,7,0,2
COc1ccc(Cl)cc1NC(=O)CN(C)C(=O)c1ccc2c(c1)CC(c1ccccc1)OC2=O (stereo not drawn),-2,-20,i,1,21,-1,6,-3,-22
CC1CC(=O)N(c2ccc(NCCc3ccc(O)cc3)c([N+](=O)[O-])c2)C1=O (stereo not drawn),-16,13,i,11,-145,0,-11,-5,1
O=C(NCC(F)(F)F)c1cc2c(c(-c3cccc(-c4ccccc4F)c3)n1)[C@@H](CCO)N(C(=O)CC1CC1)C2,nt,8,i,-6,15,1,-11,-6,nt
Cc1ccc(C(=O)N2CCSC2=S)cc1,4,9,i,6,-3,-4,6,11,6
C=C(C)CSc1nc2nc(C)cc(C)n2n1,2,3,i,2,-6,0,6,-8,8
CC(C)NC(=O)c1cc(C2CCCCN2C(=O)CCCc2ccccc2)on1 (stereo not drawn),-2,13,i,-2,-2,0,-22,8,-15
CCc1nn(CCCC(=O)N(C)Cc2ccccc2)c(=O)c2cc3occc3n12,-5,-5,i,4,-4,-2,8,7,6
CCOc1ccc2nc(-c3ccccc3)[nH]c2c1,-2,11,nt,6,-6,-1,-10,0,-2
CC(=O)Nc1ccc(S(=O)(=O)Nc2nc3ccccc3nc2Sc2nncn2C)cc1,1,1,i,-70,-19,-3,-2,19*,56
CC(=O)N1c2ccc(S(=O)(=O)N3CCCC(C(=O)Nc4ccc(C)cc4C)C3)cc2CC1C (stereo not drawn),3,-18,i,-2,-1,-1,-7,-8,0
CC(=NC1CCCCC1)C1=C(O)c2ccccc2C1=O,-3,8,i,2,7,-2,-1,6,3
Cc1ccc(C)c(S(=O)(=O)NC(C)C(=O)Nc2ccc(-c3nc4ccccc4s3)cc2)c1 (stereo not drawn),-1,-19,i,3,14,-3,0,-4,-15
COC(=O)C1=C(C(=O)OC)[C@@H]2N(C)c3ccccc3[C@@]23C[C@@H](CO)N(C(=O)C2CCC2)C3=N1,-1,-9,i,0,1,-1,23,-9,15
Cc1ccc(C)c(NC(=O)COc2coc(CN3CCc4ccccc4C3)cc2=O)c1,3,8,i,-4,-2,-1,-1,-3,-20
Cc1ccccc1NC(=O)CN1C(=O)CSc2ccc(S(=O)(=O)N3CCCCC3)cc21,-3,0,i,1,3,-3,6,7,3

# The final 5 records of the section above come first, to join the parts.
SMILES,Rin1 Abl inh,SKN-1 inh,Neddylation inh,MT1-MMP act inh,FAS TE block,bovine MsrA act,CendR NRP1 mod,eLon inh,PABP1 MLLE inh
CC(=NC1CCCCC1)C1=C(O)c2ccccc2C1=O,-3,8,i,2,7,-2,-1,6,3
Cc1ccc(C)c(S(=O)(=O)NC(C)C(=O)Nc2ccc(-c3nc4ccccc4s3)cc2)c1 (stereo not drawn),-1,-19,i,3,14,-3,0,-4,-15
COC(=O)C1=C(C(=O)OC)[C@@H]2N(C)c3ccccc3[C@@]23C[C@@H](CO)N(C(=O)C2CCC2)C3=N1,-1,-9,i,0,1,-1,23,-9,15
Cc1ccc(C)c(NC(=O)COc2coc(CN3CCc4ccccc4C3)cc2=O)c1,3,8,i,-4,-2,-1,-1,-3,-20
Cc1ccccc1NC(=O)CN1C(=O)CSc2ccc(S(=O)(=O)N3CCCCC3)cc21,-3,0,i,1,3,-3,6,7,3
COc1ccc(C)cc1N(CC(=O)N1CCCCCC1)S(=O)(=O)c1ccc(C)cc1,-1,-1,i,-4,2,-2,6,-2,0
Cc1cc(C(=O)NNC(=O)c2ccc(Cl)cc2)no1,4,7,i,-4,-7,-4,-10,4,-9
O=C(C1=C(O)C(=O)N(CC2CCCO2)C1c1cccc(Cl)c1)c1ccco1 (stereo not drawn),-2,27,i,6,-3,0,6,6,10
CN(Cc1cc(Cl)cc(Cl)c1)CC(C(=O)c1ccccc1)c1ccccc1 (stereo not drawn),3,-9,i,5,21,-4,2,-3,-5
CCCCn1c(N)c(N(CC(C)C)C(=O)Cn2c(=O)oc3ccccc32)c(=O)[nH]c1=O,1,19,i,-2,-1,-2,18,1,-2
CCc1cc(CNC(=O)CC2C(=O)NCCN2Cc2c(F)cccc2Cl)on1 (stereo not drawn),-2,6,i,-1,-8,-4,6,-5,0
CCC(COC)NC(=O)CCc1nnc(Cc2cccc(C(F)(F)F)c2)o1 (stereo not drawn),2,-4,i,-4,-3,-3,-9,-7,-10
O=C(NCCOc1ccccc1F)C1CCC(=O)N(CCc2cccc(F)c2)C1 (stereo not drawn),1,-13,i,-2,-5,-3,8,7,11
COC(=O)c1sc2ccccc2c1NC(=O)c1coc2ccccc2c1=O,0,1,i,-6,-5,-3,-12,10,31
C/C(=N/NC(=O)CSc1nc2ccccc2n1C)c1ccncc1,2,-5,i,-7,-4,-2,-1,5,-11
O=C1NC[C@H](CCCCN2C[C@H](Cc3ccccc3)N(CCc3ccccc3)C(=O)C2=O)N(CCc2ccc(O)cc2)C1=O,nt,9,i,5,-4,-2,-16,0,nt
Cc1occc1C(=O)Nc1cnn(CCCC(=O)O)c1,0,-5,i,-1,-7,-1,6,-5,15
COC(=O)c1ccc2c(c1)SC1=C(CCCC1=O)N2,-12,53,i,3,-13,-5,-20,35*,37
Cc1c(C(C)C)c(=O)n(-c2ccc(S(=O)(=O)NC3CCCCC3)cc2)n1C,5,5,i,3,-3,-3,-9,10,0
COc1ccccc1N1CCN(C(=O)c2sc3nc4n(c(=O)c3c2C)CCC4)CC1,3,13,i,1,-5,-4,1,-1,13
CCc1ccc(C(C(=O)NCc2ccc(F)cc2)N(C(=O)c2csnn2)C2CC2)cc1 (stereo not drawn),0,-18,i,-4,14,0,-6,-1,33
CC(C)c1nc(SCC(=O)NC2CCCC2)c2c(=O)n(C)c(=O)n(C)c2n1,3,-8,i,-1,-4,-5,-7,5,-7
CC(C)(C)C(=O)N1CCN(c2nc3ccccc3o2)CC1,1,-5,i,-2,0,-2,-2,-7,-6
COc1ccc(NC(=O)CSc2nnc(Cc3ccccc3)o2)c(OC)c1,-1,11,i,-6,-4,-2,4,2,15
COc1cc(S(=O)(=O)Nc2ccc(C(=O)NCC(=O)O)cc2)ccc1NC(C)=O,-4,4,i,-2,-6,-4,19,2,9
O=C(O)/C=C/c1ccc(S(=O)(=O)Nc2ccc3[nH]c(=O)[nH]c3c2)cc1,-1,11,i,-7,-4,-12,-12,7,-3
Cc1ccc(NC(=O)C2CCN(S(=O)(=O)c3cnc[nH]3)CC2)nc1,-3,9,i,0,-9,-2,-9,-1,-1
O=C(COc1ccccc1)N[C@@H]1c2ccccc2CC[C@@H]1O,2,-6,i,4,-8,1,-26,1,0
CCOC(=O)c1oc2ccccc2c1NC(=O)COC,-4,-2,i,3,-2,-4,-1,-1,4
COc1ccc2cc(S(=O)(=O)N3CCOCC3)ccc2c1,1,-8,i,-1,3,-3,9,3,6
CC[C@]1(C(=O)OC)[C@H]2C(=O)N(C)C(=O)[C@H]2[C@H]2CN=C(SCc3ccc(Cl)cc3)N21,-4,6,i,2,-1,-2,-2,4,-1
O=C(Nc1cccc(O)c1)c1cc(-c2cccs2)on1,0,15,i,2,1,-1,2,-9,4
O=C(OC(C(=O)Nc1ccc(Cl)cc1C(F)(F)F)c1ccccc1)c1c(Cl)cccc1Cl (stereo not drawn),2,13,i,-15,32,-5,-2,-7,8
Cc1ccc(-c2noc(CN3CCC(C(N)=O)CC3)n2)cc1,-4,10,i,-4,-2,-3,0,-2,-4
CC(=O)c1sc(-c2ccc(F)cc2)cc1NS(=O)(=O)c1ccc(C)cc1,0,-7,i,-2,23,-4,1,-3,20
S=C(Nc1cccnc1)N1CCCCC1,0,1,i,-2,-3,-1,0,-5,-14
Cc1cn(C2CC(O)C(O)C(CO)O2)c(=O)[nH]c1=O (stereo not drawn),-2,-3,i,2,-4,-2,2,-4,12
CN1C[C@@H]2[C@@H]3C(=O)N(C)C(=O)[C@@H]3[C@](Cc3ccccc3)(C1=O)N2C(=O)c1ccccc1,4,9,i,-1,-14,2,16,0,6
O=C(Nc1nnc(-c2ccccc2)o1)C1CCCCC1,-1,9,i,3,-8,-2,-4,-5,9
COc1ccc(C(=O)CSc2nnc(-c3cc(C)on3)o2)cc1,-18,-8,i,-2,-4,-5,-8,-8,-7
CCCN(CCC)CCNC(=O)C1c2ccccc2C(=O)N2CCc3ccccc3C12 (stereo not drawn),-1,-15,i,0,-7,-9,15,-8,-7
O=C(O)CCn1c(=O)sc2ccccc21,4,-8,i,-1,-13,-7,16,-4,-1
CCc1ccc2[nH]c(=O)c(CN(Cc3nnnn3C3CCCC3)C3CCCCC3)cc2c1,-1,7,i,-9,-4,-5,-2,-8,10

# Some values from the list:
# Reading of CC(C)n1c(=O)c2ccccc2n1Cc1cn(C2CCCC2)nn1 under MT1-MMP act inh: 2
# Reading of CCCCn1c(N)c(N(CC(C)C)C(=O)Cn2c(=O)oc3ccccc32)c(=O)[nH]c1=O under bovine MsrA act: -2
# Reading of Cc1ccc(NC(=O)C2CCN(S(=O)(=O)c3cnc[nH]3)CC2)nc1 under PABP1 MLLE inh: -1
# Reading of CCCN(CCC)CCNC(=O)C1c2ccccc2C(=O)N2CCc3ccccc3C12 (stereo not drawn) under MT1-MMP act inh: 0

# Compounds were not picked by outcome. About 4% of those tested had a hit in this group.
